# HT1080NT lethal: kills 2HG-producing HT-1080-NT fibrosarcoma cells; Potency, µM (top dose mostly 46.1 µM), for the others: top-dose activity, negative = less viability, hits mostly cytotoxic; actives 1.6% (n = 360,000); AID 686970; HT-1080-NT fibrosarcoma viability, CellTiter-Glo ATP luminescence, 48 h;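 further: NT is the 2HG producing partner of a matched IDH1 knockdown line; potency means the concentration at half of the fitted maximal effect; 0% = DMSO-treated cells and -100% = media-only wells without cells; nearly all actives have a fitted effect of over 55% in size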
#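 A 48-hour cytotoxicity screen used HT-1080-NT cells plated 2 hours before compound delivery. ATP-based CellTiter-Glo luminescence measured viability, normalized to DMSO and no-cell controls.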
# HT1080 IDH1KD tx: HT-1080 IDH1 knockdown cell toxicity (counter line) | HT-1080 IDH1 knockdown viability, ATP luminescence, 48 h | actives 2% (n = 360,000) | Potency, µM (highest dose often 46.1 µM), for inactives: top-dose activity, negative = toxicity, actives largely listed as cytotoxic | AID 686971;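 further: potency means the concentration at half of the fitted maximal effect; 0% = DMSO wells and -100% = cell-free medium wells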
#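 After a 2 h attachment period, IDH1KD HT-1080 cells took pin-transferred compound for 48 h at 37 °C; ATP-based luminescence after 10 min room-temperature reagent incubation reported viability.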
# MCF10A rerep: induces DNA re-replication in MCF 10a normal breast cells; actives 2.9% (n = 350,000); AID 624296; MCF 10A DNA re-replication, Hoechst nuclear intensity, 48 h; Potency, µM (top dose mostly 46.1 µM), for inactives: at the highest dose activity, positive = re-replication, most hits filed as activators; further: potency means the concentration at half of the fitted maximal effect; % of control where 0% means no effect; nearly all actives have a fitted effect of over 50% in size
# KB-V1 cytotox: KB-V1 MDR subline cytotoxicity; actives 3.4% (n = 400,000); Potency, µM (doses to about 46.1 µM), without a hit: top-dose activity change, negative = cytotoxicity, hits mostly cytotoxic; KB-V1 MDR cells viability, CellTiter-Glo, 72 h; further: potency means the concentration at half of the fitted maximal effect; on the % scale 0 is the no-effect control and ±100 the full control effect; nearly all actives have a fitted effect of over 60% in size
#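 Drug-selected KB-V1 cells, grown in DMEM lacking phenol red with 10% FBS, receive compound titrations; after three days at 37 degrees C, surviving cell ATP is quantified by CellTiter-Glo luminescence and responses normalized and curve-fitted.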
# IL-1B inflam inh: blocks inflammasome-driven IL-1 beta release. THP-1 LPS/ATP IL-1B secretion, AlphaLISA, 16 h; active compounds read low. activity change, % at 57.5 µM. actives 4.7% (n = 360,000). AID 743279; in the data active means activity change below about -50%; inconclusive means mostly about -30% to -49%; further: on the % scale 0 is the no-effect control and ±100 the full control effect
#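 Secreted IL-1B measured by AlphaLISA bead assay after 16 h compound exposure of THP-1 cells; compounds (final up to 57.5 uM) added 1 h before LPS (250 ng/mL) and ATP (1.25 mM) stimulation; lower signal means less secretion.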
# SW480 rerep: induces DNA re-replication in SW480 colon adenocarcinoma cells. SW480 DNA re-replication, Hoechst DNA content imaging, 48 h. Potency, µM (top dose mostly 46.1 µM), inactives show at the highest dose re-replication activation, most hits filed as activators. actives 1.8% (n = 340,000); further: potency means the concentration at half of the fitted maximal effect; % of control where 0% means no effect; nearly all actives have a fitted effect of over 55% in size
#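 Cells (250 per well) received 23 nL compound or DMSO by pin tool and were kept 48 hr at 37 C, 5% CO2. Nuclei were then stained with Hoechst for 40 min and scanned for DNA content.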
# ATXN2 expr inh: ATXN2 expression inhibition; HEK-293 ATXN2-luciferase reporter, luminescence, 24 h; Potency, µM (highest dose often 57 µM), inactives show at the highest dose activity change, negative = inhibition, most hits filed as inhibitors; actives 0.72% (n = 360,000); AID 1745845; further: potency means the concentration at half of the fitted maximal effect; on the % scale 0 is the no-effect control and ±100 the full control effect; nearly all actives have a fitted effect of over 55% in size
#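 qHTS (up to 57 uM final) was run with 24 h compound exposure of reporter cells at 37 °C. Each well was multiplexed: SteadyGlo luminescence measured ATXN2-luciferase expression after a fluorogenic Gly-Phe-AFC viability readout (25 uM final).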
# KB-3-1 cytotox: KB-3-1 parental cell cytotoxicity; actives 1.4% (n = 400,000); KB-3-1 viability, CellTiter-Glo ATP luminescence, 72 h; Potency, µM (top dose mostly 46.1 µM), for the others: at the top dose activity change, negative = cytotoxic, actives largely listed as cytotoxic; AID 1347075; further: potency means the concentration at half of the fitted maximal effect; on the % scale 0 is the no-effect control and ±100 the full control effect; nearly all actives have a fitted effect of over 60% in size
#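 Screening of KB-3-1 cells (DMEM, 10% FBS, phenol-red free) ran from lowest to highest compound concentration; after 72 h at 37 °C viability was read luminescently and curves fitted.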
# ATXN viability: cell viability loss in ATXN counter-screen. S2 cells (HEK-293 line with an ATXN2-luciferase reporter) viability, CellTiter-Fluor protease fluorescence, 24 h. actives 0.49% (n = 400,000). Potency, µM (highest dose often 56.7 µM), actives largely listed as cytotoxic; further: potency means the concentration at half of the fitted maximal effect; nearly all actives have a fitted effect of over 40% in size
# Numbers without * were called inactive; i = inactive; ? = inconclusive; . = not tested or not shown; [ ] = another dose, or the depositor's remark. Unless noted, the call rests on the fitted dose curve; in most records, active means well fitted curve in the direction sought with a large enough effect; inconclusive means small, poorly fitted or top-dose-only effect, or another doubt; inactive means no such curve, though single readings can be large; an effect the other way counts as inactive or inconclusive. No enrichment for hits; about 11% have a hit in one of these screens.
SMILES,HT1080NT lethal,HT1080 IDH1KD tx,MCF10A rerep,KB-V1 cytotox,IL-1B inflam inh,SW480 rerep,ATXN2 expr inh,KB-3-1 cytotox,ATXN viability
c1coc(-c2cnc3ccccc3n2)c1,5%,13%,.,4%,-11,.,.,9%,i
c1ccc(C2CCC(N3CCN(c4ccccc4)CC3)CC2)cc1 (stereo not drawn),-2%,-24%,9%,-20%,-18,-6%,-15%,-2%,i
COc1ccc(-c2ccc(CN3C(CC(C)C)C(=O)N(Cc4cn(CC5CCCCC5)nn4)CCS3(=O)=O)cc2)cn1 (stereo not drawn),?,?,.,?,-12,.,?,?,.
COc1ccc(-n2c(C)cc(-c3csc(NC(=O)c4ccc(S(=O)(=O)N(C)C)cc4)n3)c2C)cc1,0%,-1%,3%,?,2,0%,-19%,-10%,?
CCCCN(CC)CCCNC(=O)c1cc2c(=O)n(C)c3ccccc3c2n1C,-5%,-21%,?,-7%,-73*,11%,?,16µM*,?
CCOC(=O)c1c(-c2ccccc2)oc2ccc(O)c(CN3CCCC3)c12,?,?,-1%,?,-60*,-1%,.,?,.
O=C(NCc1ccc(Cl)cc1)Nc1ccc(F)cc1,18%,8%,4%,?,-8,-15%,14%,32%,i
O=C(Nc1ccccc1)C1CCN(S(=O)(=O)c2cccs2)CC1,0%,3%,6%,-1%,12,-7%,2%,-11%,i
COc1ccc([C@H]2CC(=O)C=C(c3ccc4cc[nH]c4c3)C2)cc1,2%,-3%,29%,-7%,-7,7%,18%,?,i
COc1ccc(-c2cc(C(F)(F)F)nc(S(=O)(=O)CCCC(=O)Nc3cc(C)on3)n2)cc1OC,16µM*,21µM*,3.7µM*,5%,-110*,?,?,-8%,?
CCC(=O)N1CCc2cc(Br)cc(S(=O)(=O)CCC(=O)N3CCN(c4ccc(F)cc4)CC3)c21,.,.,.,?,.,.,6%,1%,i
CCOC(=O)c1c(-c2ccc(C)o2)csc1NC(=O)CN(C)CC(=O)Nc1ccc(C)cc1,?,-25%,?,-1%,30,?,?,5%,?
CC(C)[C@H](NC(=O)N1CC(=O)Nc2ccccc21)C(=O)N[C@H](Cc1c[nH]c2ccccc12)C(=O)O,-6%,0%,-15%,-13%,22,-49%[inhibitor],-4%,0%,i
O=C(COC(=O)c1ncc(Cl)c(Cl)c1Cl)c1ccc(Cl)s1,16%,11%,0%,23%,?,?,-20%,23%,i
N[C@@H](Cc1ccccc1)C(=O)N1CCC(C(=O)N[C@@H](Cc2c[nH]c3ccccc23)C(=O)O)CC1,7%,0%,1%,26%,28,-4%,9%,4%,i
O=C(COC(=O)C1=COCCO1)Nc1ccc(Br)cc1Br,5%,11%,-2%,0%,-14,-5%,-3%,?,?
CCOc1ccc(NC(=O)CSc2nnc(C3CC3)n2C)cc1S(=O)(=O)N1CCCCC1,5%,-2%,12%,?,14,-17%,-7%,-2%,i
CC(=O)N1CCCc2cc(S(=O)(=O)N3CCC(C(=O)NC4CCCCC4)CC3)ccc21,.,.,.,-1%,.,.,14%,5%,i
Cc1ccc(S(=O)(=O)CNC(=O)c2ccccc2)cc1,21%,22%,1%,22%,-10,0%,6%,1%,i
O=C(Nc1ccc2c(c1)OCCO2)C(c1ccc(C(F)(F)F)cc1)n1c(=O)c(-c2cc3ccccc3[nH]2)nc2ccccc21 (stereo not drawn),?,16µM*,.,2%,-8,.,.,0%,.
CCC1OC(C)Cc2[nH][nH]c(=O)c21 (stereo not drawn),24%,14%,.,1%,0,.,-3%,10%,i
COc1ccc(C(=O)c2coc3ccc(O)c(CN4CCCC4)c23)cc1,-12%,-4%,6%,-4%,-23,-4%,-12%,-3%,?
COc1ccc(-c2ccnc(SCC(=O)Nc3ccccn3)n2)cc1,-2%,-1%[9.24 µM],0%,?,0,-1%,1%,-1%,i
CCCn1c(CNC(=O)c2cccs2)nc2ccccc21,1%,1%,13%,?,11,-17%,0%,0%,.
N#Cc1c(N2CCOCC2)nsc1-c1ccccc1,-2%,3%,-3%,?,-15,-27%,34%,10µM*,i
O=C(CN1CCCCCC1)Nc1ccc(Oc2ccccc2)cc1,?,?,?,-10%,?,?,7%,3%,i
COc1ccc(NC(=O)CSc2nnnn2-c2ccccc2F)cc1,-5%,-4%,-6%,-2%,7,-23%,-30%,-7%,i
Cc1cccc(CSc2ncc(Cl)c(C(=O)Nc3sc4c(c3C(N)=O)CCCC4)n2)c1,.,.,.,1%,.,.,11%,-5%,i
CCOc1cc(/C=C2\C(=N)N3N=C(C)SC3=NC2=O)ccc1OCCOc1ccccc1,12%,7%,3%,7%,4,-6%,3%,-5%,i
CCOc1ccc(S(=O)(=O)Nc2cccc(C(=O)NCC(c3ccco3)N(C)C)c2)cc1 (stereo not drawn),-5%,0%,5%,?,-11,27%,-16%,4%,i
CCCC(=O)n1nc(-c2ccccc2)nc1SC,6%,0%,2%,-2%,-1,-3%,.,-1%,i
COc1cc2[nH]c(=O)n(CCCCCC(=O)N3CCN(c4ccc(Cl)cc4)CC3)c(=O)c2cc1OC,.,.,.,-14%,.,.,-13%,-15%,i
Cc1nn(C)c2c1c(-c1ccccc1)cc(=O)n2Cc1ccc(F)cc1Cl,.,.,.,-6%,.,.,14%,-3%,i
COc1ccc(Cl)cc1NC(=O)c1sc2nc3c(cc2c1N)CN(C)CC3,.,.,.,11%,.,.,-36%,0%,i
O=C(O)CCCC(=O)Nc1nc(-c2ccc(F)cc2)cs1,-9%,-1%,20%,-1%,20,-1%,-8%,0%,i
CC(C)(C)N(Cc1ccccc1)C(=O)CSc1nnc(CNc2ccc(F)cc2)o1,-4%,?,10%,-1%,-6,25%,-20%,-1%,?
O=C(Nc1ccc(F)c(F)c1)c1ccccc1,12%,13%,-6%,?,-19,1%,36%[activator],21%,i
O=C(Nc1ccccc1N1CCOCC1)c1ccc([N+](=O)[O-])o1,-3%,1%,6%,?,-1,?,-26%,0%,?
Cc1cccc(C(=O)NN2C(=O)C3C(c4ccccc4)C=CC(c4ccccc4)C3C2=O)c1 (stereo not drawn),-4%,-7%,21%,9%,-8,9%,-4%,3%,i
Cc1ccc(CN(C(=O)c2csnn2)C(C(=O)NC2CCCC2)c2ccco2)cc1 (stereo not drawn),14%,17%,9%,?,?,-1%,8%,?,i

# Reformatted with values under each structure: part of the list above
# Order of values: HT1080NT lethal	HT1080 IDH1KD tx	MCF10A rerep	KB-V1 cytotox	IL-1B inflam inh	SW480 rerep	ATXN2 expr inh	KB-3-1 cytotox	ATXN viability
CCOc1cc(/C=C2\C(=N)N3N=C(C)SC3=NC2=O)ccc1OCCOc1ccccc1
    12%	7%	3%	7%	4	-6%	3%	-5%	i
CCOc1ccc(S(=O)(=O)Nc2cccc(C(=O)NCC(c3ccco3)N(C)C)c2)cc1 (stereo not drawn)
    -5%	0%	5%	?	-11	27%	-16%	4%	i
CCCC(=O)n1nc(-c2ccccc2)nc1SC
    6%	0%	2%	-2%	-1	-3%	.	-1%	i
COc1cc2[nH]c(=O)n(CCCCCC(=O)N3CCN(c4ccc(Cl)cc4)CC3)c(=O)c2cc1OC
    .	.	.	-14%	.	.	-13%	-15%	i
Cc1nn(C)c2c1c(-c1ccccc1)cc(=O)n2Cc1ccc(F)cc1Cl
    .	.	.	-6%	.	.	14%	-3%	i
COc1ccc(Cl)cc1NC(=O)c1sc2nc3c(cc2c1N)CN(C)CC3
    .	.	.	11%	.	.	-36%	0%	i
O=C(O)CCCC(=O)Nc1nc(-c2ccc(F)cc2)cs1
    -9%	-1%	20%	-1%	20	-1%	-8%	0%	i
CC(C)(C)N(Cc1ccccc1)C(=O)CSc1nnc(CNc2ccc(F)cc2)o1
    -4%	?	10%	-1%	-6	25%	-20%	-1%	?
O=C(Nc1ccc(F)c(F)c1)c1ccccc1
    12%	13%	-6%	?	-19	1%	36%[activator]	21%	i
O=C(Nc1ccccc1N1CCOCC1)c1ccc([N+](=O)[O-])o1
    -3%	1%	6%	?	-1	?	-26%	0%	?
Cc1cccc(C(=O)NN2C(=O)C3C(c4ccccc4)C=CC(c4ccccc4)C3C2=O)c1 (stereo not drawn)
    -4%	-7%	21%	9%	-8	9%	-4%	3%	i

# (cont.)
SMILES,HT1080NT lethal,HT1080 IDH1KD tx,MCF10A rerep,KB-V1 cytotox,IL-1B inflam inh,SW480 rerep,ATXN2 expr inh,KB-3-1 cytotox,ATXN viability
O=C(COC(=O)c1cc([N+](=O)[O-])ccc1N1CCOCC1)NC1CCCCC1,5%,5%,8%,?,-7,-2%,-6%,18%,?
O=S(=O)(Nc1ccccc1)c1ccc(F)cc1,-6%,-6%,-1%,11%,3,-3%,-6%,2%,i
COc1cc2c(cc1OC)CN(C(=O)/C=C/c1ccc(F)cc1)CC2,-2%,-2%,10%,-22%,-13,2%,-9%,7%,i
Cc1ccc(S(=O)(=O)N(C)CC(=O)O/N=C(\N)c2ccc([N+](=O)[O-])cc2)cc1,10%,9%,8%,?,12,3%,-12%,1%,i
CCCN(CC1CC1)C(=O)CSc1nnc(-c2cc(-c3cccs3)nc3ccccc23)o1,16%,16%,-7%,-28%,?,1%,-7%,-3%,i
CCCCN1C(=O)/C(=C2/C=CC=CN2C)SC1=S,-31%,2%[9.24 µM],0%,-3%,-18,3%,58%[activator],8%,i
O=C(CCN1C(=O)c2ccccc2C1=O)Nc1sc2c(c1C(=O)NCC1CCCO1)CCC2 (stereo not drawn),5%,9%,1%,-7%,9,-5%,-7%,6%,i
Cc1c(Cl)cccc1NC(=O)Cn1c(=O)cc(C)c2c(C)nn(-c3cccc(F)c3)c21,.,.,.,-12%,.,.,10%,3%,i

# A few values from the entries so far.
# Result for O=C(COC(=O)c1cc([N+](=O)[O-])ccc1N1CCOCC1)NC1CCCCC1 under IL-1B inflam inh: -7
# Result for O=S(=O)(Nc1ccccc1)c1ccc(F)cc1 under MCF10A rerep: -1%

# High-throughput results as filed in PubChem BioAssay.
